Gal4-VP16 FLuc: counter-screen for ROR gamma inhibitors: Gal4-VP16 reporter | 310,000 compounds, 3.5% hits | Drosophila S2 Gal4-VP16 UAS-luciferase, luminescence, 20 h | AID 2546 | Potency, µM (top dose mostly 53.6 µM), for the others: at the highest dose activity, negative = inhibition, actives largely listed as inhibitors;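 further: Gal4-VP16 expression switched on by copper sulfate through the metallothionein promoter; on the % scale 0 is the no-effect control and ±100 the full control effect; nearly all actives have a fitted effect of over 50% in size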
RORgamma inh: ROR gamma (mouse) transcription inhibition; P51450; 310,000 compounds, 5.4% hits; Drosophila S2 Gal4-RORgamma UAS-luciferase reporter, 20 h; Potency, µM (top dose mostly 53.6 µM), without a hit: top-dose activity change, negative = inhibition, hits mostly inhibitors; further: on the % scale 0 is the no-effect control and ±100 the full control effect; nearly all actives have a fitted effect of over 60% in size
Target sequence (P51450 whole entry, looked up, the tested form may be a part): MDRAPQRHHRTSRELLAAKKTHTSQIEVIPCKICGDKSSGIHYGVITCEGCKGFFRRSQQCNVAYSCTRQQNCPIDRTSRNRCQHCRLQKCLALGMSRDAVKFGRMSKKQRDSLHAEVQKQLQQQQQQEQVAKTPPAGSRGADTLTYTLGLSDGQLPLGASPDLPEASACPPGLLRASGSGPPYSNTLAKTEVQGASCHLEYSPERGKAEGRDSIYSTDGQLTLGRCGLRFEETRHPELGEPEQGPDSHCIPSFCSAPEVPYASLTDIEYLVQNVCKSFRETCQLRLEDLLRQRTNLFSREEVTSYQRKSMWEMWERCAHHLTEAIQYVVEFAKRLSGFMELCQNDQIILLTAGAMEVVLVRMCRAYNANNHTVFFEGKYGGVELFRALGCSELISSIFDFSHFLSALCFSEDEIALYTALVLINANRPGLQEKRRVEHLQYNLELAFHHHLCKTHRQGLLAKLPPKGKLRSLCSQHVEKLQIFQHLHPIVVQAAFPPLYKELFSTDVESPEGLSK
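Drosophila S2 cells stably expressing Gal4-DBD/mouse RORγ fusion under metallothionein promoter plus UAS-luciferase; compound 1 h, then 700 uM CuSO4 induction for 20 h at ambient temperature; inhibition read as reduced luminescence.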
NPC1 promoter act: activators of NPC1 promoter; Potency, µM (titrated, usually from 9.22 µM), inactives show at the highest dose activation, actives largely listed as activators; Huh7 NPC1 promoter luciferase reporter, 24 h; 320,000 compounds, 2.4% hits; AID 485313;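 further: % of control where 0% means no effect; nearly all actives have a fitted effect of over 60% in size; reporter is driven by a mutant NPC1 promoter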
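Stably transfected Huh7 (NPC1 promoter→luciferase), 1500 cells/well in Opti-MEM + 10% FBS, 2 h settle, then compound 24 h at 37 °C. Luminescence after 10 min with Amplite reagent.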
ELG1 genotox: genotoxicity induction in ELG1-luciferase HEK293T cells | HEK293T ELG1-luciferase reporter, luminescence, 16 h | Potency, µM (highest dose often 46 µM), for the others: at the highest dose activity change, positive = activation, most hits filed as activators | 330,000 compounds, 1.3% hits | AID 504466; further: % of control where 0% means no effect; nearly all actives have a fitted effect of over 60% in size
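ELG1-luciferase HEK293T cells, 2,000/well; compound pinned in; 16 hr, 37 °C, 5% CO2; ONE-Glo, 30 min RT; luminescence on CCD imager.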
p53 reactivation: restores transcriptional activity of mutant p53 | H1299 p53-A138V BP100-luciferase reporter, luminescence, 24 h | Potency, µM (titrated, usually from 92.2 µM), without a hit: top-dose activity change, positive = activation, hits mostly activators | 320,000 compounds, 0.063% hits; further: % of control where 0% means no effect; nearly all actives have a fitted effect of over 45% in size
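p53-null H1299 cells stably carrying temperature-sensitive p53-A138V and a BP100-luciferase reporter were pinned with compounds (4-point, 1:5 series) and held 24 hrs at 37 deg C. Luminescence was read 10 min after detection reagent.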
BRCA1 expr act: activators of BRCA1 expression; MCF7-BRCA1-FFLuc reporter, luminescence, 48 h; response scale: scaled: vehicle 0%, 10 µM genistein 100%; Potency, µM (doses to about 46.1 µM), for the others: top-dose activation, most hits filed as activators; 380,000 compounds, 1.1% hits; AID 624202; further: nearly all actives have a fitted effect of over 80% in size; some results filed as inactive show a strong effect at the top dose
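Quantitative HTS in MCF7 cells stably reporting BRCA1 expression via firefly luciferase. Compound treatment lasts 48 h at 37 °C in phenol-red free MEM. Activation is expressed relative to genistein at 10 microM and DMSO.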
MBNL1 CUG block: inhibitors of human MBNL1 binding to CUG repeat RNA; 280,000 compounds, 0.036% hits; Potency, µM (titrated, usually from 57.5 µM), for the others: at the top dose activity change, negative = inhibition, usual class: inhibitors; Q9NR56; TR-FRET MBNL1-His/biotin-(CUG)12 binding, 665/545 ratio; active means well fitted inhibition curve with a large enough effect in the signal ratio, with a control signal flat, not every such curve was filed as active; inconclusive means small, poorly fitted or top-dose-only effect, or effect the other way, or a change in a side signal; inactive means no such curve, though single readings can be large or run the other way; the % refers to the signal ratio; further: on the % scale 0 is the no-effect control and ±100 the full control effect
Target sequence (Q9NR56 whole entry, looked up): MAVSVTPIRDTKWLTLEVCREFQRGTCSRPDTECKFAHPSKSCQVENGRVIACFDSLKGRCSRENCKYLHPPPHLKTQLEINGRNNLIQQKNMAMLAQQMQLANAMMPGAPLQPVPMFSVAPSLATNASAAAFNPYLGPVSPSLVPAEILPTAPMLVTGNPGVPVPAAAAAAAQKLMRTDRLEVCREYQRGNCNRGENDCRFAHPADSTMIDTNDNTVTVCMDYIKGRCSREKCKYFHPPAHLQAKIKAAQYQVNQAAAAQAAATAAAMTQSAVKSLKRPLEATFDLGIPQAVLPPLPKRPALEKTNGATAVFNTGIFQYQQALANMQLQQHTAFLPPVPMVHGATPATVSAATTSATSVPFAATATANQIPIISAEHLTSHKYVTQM
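MBNL1-His + Biotin-(CUG)12, cpd titration 92 nM–58 uM; Tb anti-His Ab 0.055 ng/ul, SA-XL665 5 nM (final); 60 min RT; ratiometric 665/545 nm, Ex 340 nm; normalized to buffer and full-complex controls.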
Rab9 prom act: Rab9 promoter activation. 320,000 compounds, 2.8% hits. Huh7 Rab9 promoter-luciferase reporter, luminescence, 24 h. Potency, µM (series often up to 9.22 µM), inactives show top-dose activation, negative = inhibition, actives largely listed as activators. AID 485297; further: % of control where 0% means no effect; nearly all actives have a fitted effect of over 60% in size
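Measured in stably transfected Huh7 cells bearing a Rab9 promoter–luciferase construct: 24 h compound treatment at 37 °C, followed by luminescence detection.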
MLL CXXC-DNA inh: blocks binding of human MLL CXXC domain to DNA; 290,000 compounds, 0.037% hits; MLL-CXXC / FITC-HOXA9 DNA fluorescence polarization; Potency, µM (top dose mostly 115 µM), inactives show at the highest dose activity change, negative = inhibition, hits mostly inhibitors; AID 2662; active means well fitted inhibition curve with a large enough effect in the polarisation, with a control signal flat, not every such curve was filed as active; inconclusive means small, poorly fitted or top-dose-only effect, or effect the other way, or a change in a side signal; inactive means no such curve, though single readings can be large or run the other way; the % refers to the polarisation
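Purified MLL-CXXC (added from a 7 uM solution) was preincubated 5 min at ambient with pinned compounds in 50 mM Tris-HCl pH 7.5, 50 mM NaCl, 1 mM DTT, 0.05% BSA. Fluorescein-labeled HOX-A9 DNA (50 nM solution) followed, 30 min, then polarization read.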
uPA surface inh: blocks generation of uPA at the cell surface. cell surface uPA generation assay, qHTS. Potency, µM (titrated, usually from 38.3 µM), for the others: at the highest dose activity change, negative = inhibition, usual class: inhibitors. 330,000 compounds, 0.31% hits. AID 540303; active means well fitted inhibition curve with a large enough effect; inconclusive means small, poorly fitted or top-dose-only effect; inactive means no such curve, though single readings can be large or run the other way; tested in mouse RAW 264.7 cells; further: on the % scale 0 is the no-effect control and ±100 the full control effect; nearly all actives have a fitted effect of over 55% in size
FLuc modulator: counter-screen for miR-21 project: firefly luciferase inhibitors or activators; purified FLuc, Km substrates, luminescence inhibition; AID 588342; Potency, µM (series often up to 57.5 µM), inactives show at the highest dose activity change, negative = inhibition, most hits filed as inhibitors; 360,000 compounds, 6.9% hits;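 further: plate controls were vehicle for no effect and reference inhibitor for full effect; nearly all actives have a fitted effect of over 55% in size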
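Biochemical qHTS of compounds, final roughly 60 µM downward over six points, against 10 nM purified firefly luciferase using Km concentrations of substrates (10 uM D-luciferin, 10 uM ATP) in Tris acetate pH 7.5 buffer; luminescence output.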
* = called active by the depositor; ? = inconclusive; · = not tested or not shown; [ ] = another dose, or the depositor's remark. Unless noted, the call rests on the fitted dose curve; in most records, active means well fitted curve in the direction sought with a large enough effect; inconclusive means small, poorly fitted or top-dose-only effect, or another doubt; inactive means no such curve, though single readings can be large; an effect the other way counts as inactive or inconclusive. Potency means the concentration at half of the fitted maximal effect.

item	structure	MLL CXXC-DNA inh	BRCA1 expr act	Rab9 prom act	Gal4-VP16 FLuc	RORgamma inh	p53 reactivation	ELG1 genotox	uPA surface inh	FLuc modulator	NPC1 promoter act	MBNL1 CUG block
1	Cc1ccc(S(=O)(=O)NCCn2c(C)cc3ccccc32)cc1	-6%	·	7%	-10%	33%	2%	1%	·	-1%	3%	112%[activator]
2	CCCCCOc1ccc(NC(=O)C(=O)NCCC2=CCCCC2)cc1	-7%	16%	5%	-5%	-1%	14%	-2%	2%	2%	-5%	0%
3	CCCNC(=O)COc1coc(CN2CCN(C(=O)c3ccco3)CC2)cc1=O	·	-1%	-6%	·	·	4%	1%	-6%	3%	-3%	·
4	O=C(/C=C/c1ccc2c(c1)OCO2)Nc1nncs1	-3%	64%	2µM*	18%	-2%	13%	?	?	2.1µM*	2.2µM*	·
5	Cc1ccc(C2=NN(C(=O)CCC(=O)O)C(c3ccc4c(c3)OCO4)C2)cc1 (stereo not given)	?	-2%	1%	1%	-4%	·	0%	5%	-5%	-2%	17%
6	COc1cc(NC(=O)Cn2nnc(-c3ccncc3)n2)cc(OC)c1	-2%	2%	-8%	-4%	8%	3%	-5%	3%	6%	0%	-12%
7	CS(=O)(=O)c1ccc(C(=O)Nc2ccc(-c3nc4ccccc4[nH]3)cc2)cc1	3%	55%	2.5µM*	-8%	-35%	28%	10%	1%	2%	?	7%
8	NC(=S)N=Nc1c(O)[nH]c2cc(F)c(F)cc12	6%	2%	-3%	5µM*	3.2µM*	-1%	1%	-2%	-11%	-2%	?
9	O=C(Nc1ccccc1C(F)(F)F)c1cc(S(=O)(=O)N2CCC3(CC2)OCCO3)ccc1F	-5%	-14%	5%	6%	21%	-6%	-1%	·	1%	-6%	3%
10	O/N=C1/CCCSc2ccccc21	1%	1%	-4%	-2%	30%	-4%	-1%	-8%	0%	-5%	-5%
11	O=C1CCCN2N=C(SCC(=O)Nc3ccc(OC(F)(F)F)cc3)SC2=N1	3%	-11%	-5%	1%	1%	0%	-12%	-1%	-2%	-2%	1%
12	Cc1cc(C(=O)Nc2ccccc2N2CCOCC2)ccc1[N+](=O)[O-]	14%	-22%	9%	-7%	-21%	-5%	-1%	1%	-9%	11%	17%
13	O=C(CCc1nnc(Cc2cccc(C(F)(F)F)c2)o1)NC1CC1	3%	16%	-8%	-5%	0%	1%	6%	7%	-2%	-3%	-6%
14	O=C(Nc1cc(S(=O)(=O)N2CCOCC2)ccc1N1CCOCC1)c1cn2ccccc2n1	-3%	-7%	0%	-7%	7%	-1%	-1%	5%	-2%	-6%	-6%
15	COc1ccc(-c2cc(=O)[nH]c3ccccc23)cc1	·	-40%	-1%	·	·	1%	0%	-10%	-1%	-8%	·
16	COc1ccc(C(=O)Nc2nnc(C3=COCCO3)o2)cc1	7%	4%	6%	2µM*	2.2µM*	?	-2%	1%	5%	11%	-4%
17	CCN(CC)S(=O)(=O)c1ccc(N(C)C)c(NC(=O)C2CCCC2)c1	10%	4%	-9%	4%	13%	-4%	-9%	-8%	-3%	-2%	-8%
18	CCC(C(=O)NCc1ccc(F)cc1)N(Cc1cccs1)C(=O)c1snc(C(N)=O)c1N (stereo not given)	-7%	-23%	0%	-7%	4%	-3%	-12%	0%	2%	-1%	12%
19	Cc1ccc2c(c1)C1CN(C)CCC1N2S(=O)(=O)c1cccc(F)c1 (stereo not given)	·	-16%	-2%	·	·	-10%	4%	0%	3%	1%	·
20	CN(CCc1ccccn1)C(=O)CC1C(=O)NCCN1Cc1cccc(F)c1 (stereo not given)	-2%	-22%	5%	7%	-31%	0%	4%	14%	3%	1%	1%
21	C/C(CC(=O)Nc1ccc2c(c1)OCCO2)=N\NC(=O)COc1ccc(C)cc1Br	4%	-5%	-5%	12%	-14%	-1%	-1%	0%	?	-7%	-11%
22	C=CC(=O)N(CCC)C(c1ccccc1)c1ccccc1OC (stereo not given)	·	-13%	-1%	·	·	-9%	-5%	-5%	4%	-2%	·
23	COc1ccc(-c2ccccc2)cc1NC(=O)c1cccs1	9%	-56%	1%	-1%	?	0%	-6%	15%	?	0%	-8%
24	COC(=O)c1ccccc1NC(=S)N(Cc1ccc2c(c1)OCO2)Cc1cc2cc(OC)ccc2[nH]c1=O	17%	-25%	-2%	?	33%	-13%	-7%	-5%	2%	-5%	41%[activator]
25	COCCNc1ccnc2c(Cl)cccc12	7%	-4%	-6%	-6%	10%	3%	0%	-3%	-11%	-9%	-18%
26	Cc1ccc(C(C)C)c(OCCCN2C(=O)NC(C)(C)C2=O)c1	0%	1%	5%	3%	7%	-6%	2%	-5%	8%	-3%	-14%
27	c1ccc(-c2nnc(-c3ccco3)o2)cc1	7%	78%	3.2µM*	?	-34%	?	2.1µM*	-6%	21µM*	3.2µM*	6%
28	COc1ccc([C@]23Cc4ccccc4C(O2)C2=C(CC(C)(C)CC2=O)O3)cc1	13%[23 µM]	·	-1%[1.84 µM]	-5%[10 µM]	0%[10 µM]	·	·	·	-12%[11.5 µM]	-2%[1.84 µM]	11%[11.5 µM]
29	Cc1cc(Cl)ccc1C(=O)C1CCCN(C(=O)c2ccoc2)C1 (stereo not given)	1%	-10%	2%	?	?	-3%	0%	0%	-4%	1%	-5%
30	Cc1cc(C(F)(F)F)nc(SCc2ccc(C(=O)O)o2)n1	-1%	9%	-3%	6%	?	5%	1%	2%	0%	2%	-7%

One compound at a time, from the list above. Values in the order: MLL CXXC-DNA inh | BRCA1 expr act | Rab9 prom act | Gal4-VP16 FLuc | RORgamma inh | p53 reactivation | ELG1 genotox | uPA surface inh | FLuc modulator | NPC1 promoter act | MBNL1 CUG block
Entry for COc1ccc([C@]23Cc4ccccc4C(O2)C2=C(CC(C)(C)CC2=O)O3)cc1 = 13%[23 µM] | · | -1%[1.84 µM] | -5%[10 µM] | 0%[10 µM] | · | · | · | -12%[11.5 µM] | -2%[1.84 µM] | 11%[11.5 µM]
Entry for CN(CCc1ccccn1)C(=O)CC1C(=O)NCCN1Cc1cccc(F)c1 (stereo not given) = -2% | -22% | 5% | 7% | -31% | 0% | 4% | 14% | 3% | 1% | 1%

The results go on:
item	structure	MLL CXXC-DNA inh	BRCA1 expr act	Rab9 prom act	Gal4-VP16 FLuc	RORgamma inh	p53 reactivation	ELG1 genotox	uPA surface inh	FLuc modulator	NPC1 promoter act	MBNL1 CUG block
31	CCOC(=O)N1CCN(C(=O)C(=O)c2cn(CC(=O)N3CCCCCC3)c3ccccc23)CC1	13%	-16%	2%	3%	29%	-3%	-1%	-4%	4%	0%	6%
32	CSc1nc2ccc(S(=O)(=O)N3CCOCC3)cc2s1	-2%	22%	-3%[1.84 µM]	5%	15%	-1%	2%	-5%	-12%	-1%	-1%
33	CCN(CC(=O)NCc1ccccn1)S(=O)(=O)c1ccc(OC)cc1	25%	4%	-1%	-2%	-7%	-1%	0%	1%	3%	-3%	-4%
34	CC(C)N(C1=CC(=O)OC12CCCCC2)C(C)C	-3%	0%	-7%	-6%	8%	-3%	-3%	2%	-1%	-1%	2%
35	CCOc1ccc(-c2nnn(CC(=O)NCc3cccs3)n2)cc1	5%	-2%	5%	11%	33%	2%	2%	-5%	0%	-1%	-1%
36	Cc1ccc([N+](=O)[O-])cc1S(=O)(=O)NCc1cccnc1	-3%	-2%	-2%	?	1%	-3%	1%	-14%	1%	-2%	?
37	Cc1cccc(CSCCNC(=S)Nc2ccccc2)c1	1%	14%	-4%	5.6µM*	5.6µM*	3%	-7%	-1%	4%	-3%	-6%
38	Cc1ccc(NC(=O)c2cc(NC(=O)c3ccco3)ccc2N2CCOCC2)cc1	12%	-39%	0%	-12%	-37%	1%	-15%	-1%	2%	-1%	9%

Another view of part of the listing above:
38: Cc1ccc(NC(=O)c2cc(NC(=O)c3ccco3)ccc2N2CCOCC2)cc1
  MLL CXXC-DNA inh: 12%	BRCA1 expr act: -39%	Rab9 prom act: 0%	Gal4-VP16 FLuc: -12%	RORgamma inh: -37%	p53 reactivation: 1%	ELG1 genotox: -15%	uPA surface inh: -1%	FLuc modulator: 2%	NPC1 promoter act: -1%	MBNL1 CUG block: 9%

31: CCOC(=O)N1CCN(C(=O)C(=O)c2cn(CC(=O)N3CCCCCC3)c3ccccc23)CC1
  MLL CXXC-DNA inh: 13%	BRCA1 expr act: -16%	Rab9 prom act: 2%	Gal4-VP16 FLuc: 3%	RORgamma inh: 29%	p53 reactivation: -3%	ELG1 genotox: -1%	uPA surface inh: -4%	FLuc modulator: 4%	NPC1 promoter act: 0%	MBNL1 CUG block: 6%

These rows are one share of the data; the hit share may differ from the screen's.
